IL-1B inflam inh – qHTS for Inhibitors of Inflammasome Signaling: IL-1-beta AlphaLISA Primary Screen. THP-1 LPS/ATP IL-1B secretion, AlphaLISA, 16 h; stronger effect = lower value. activity change, % at 57.5 µM. 4.7% of 360,000 active; in the data active = activity change below about -50%; inconclusive = mostly about -30% to -49%; also: % is scaled to controls: 0 for no effect and ±100 for the full control effect
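Secreted IL-1B measured by AlphaLISA bead assay after 16 h compound exposure of THP-1 cells; compounds (final up to 57.5 uM) added 1 h before LPS (250 ng/mL) and ATP (1.25 mM) stimulation; lower signal means less secretion.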
HT1080NT lethal – qHTS for induction of synthetic lethality in tumor cells producing 2HG: qHTS for the HT-1080-NT fibrosarcoma cell line. AID 686970, 2013. Potency, µM (highest dose often 46.1 µM), without a hit: top-dose activity, negative = less viability, most hits filed as cytotoxic. 1.6% of 360,000 active. HT-1080-NT fibrosarcoma viability, CellTiter-Glo ATP luminescence, 48 h;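 also: NT is the 2HG producing partner of a matched IDH1 knockdown line; potency is read from the fitted curve at half-maximal effect; 0% = DMSO-treated cells and -100% = media-only wells without cells; nearly all actives have a fitted effect of over 55% in size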
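Read-out is CellTiter-Glo luminescence after 10 minutes at room temperature, following 48 hours' compound treatment of HT-1080-NT cells (750 cells/well, RPMI, 5% FBS, 37 degrees C).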
MCF10A rereplic – A quantitative high throughput screen for small molecules that induce DNA re-replication in MCF 10a normal breast cells | MCF 10A DNA re-replication, Hoechst nuclear intensity, 48 h | Potency, µM (highest dose often 46.1 µM), for the others: at the top dose activity, positive = re-replication, hits mostly activators | 2.9% of 350,000 active | AID 624296, 2012; also: potency is read from the fitted curve at half-maximal effect; % of control where 0% means no effect; nearly all actives have a fitted effect of over 50% in size
ATXN2 expr inh – Primary qHTS for Inhibitors of ATXN expression. HEK-293 ATXN2-luciferase reporter, luminescence, 24 h. Potency, µM (doses to about 57 µM), inactives show top-dose activity change, negative = inhibition, most hits filed as inhibitors. 0.72% of 360,000 active; also: potency is read from the fitted curve at half-maximal effect; % is scaled to controls: 0 for no effect and ±100 for the full control effect; nearly all actives have a fitted effect of over 55% in size
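qHTS (up to 57 uM final) was run with 24 h compound exposure of reporter cells at 37 °C. Each well was multiplexed: SteadyGlo luminescence measured ATXN2-luciferase expression after a fluorogenic Gly-Phe-AFC viability readout (25 uM final).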
HT1080 IDH1KD tx – qHTS for induction of synthetic lethality in tumor cells producing 2HG: qHTS for the HT-1080-IDH1KD cell line; HT-1080 IDH1 knockdown viability, ATP luminescence, 48 h; Potency, µM (doses to about 46.1 µM), for inactives: top-dose activity, negative = toxicity, hits mostly cytotoxic; 2% of 360,000 active;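 also: potency is read from the fitted curve at half-maximal effect; 0% = DMSO wells and -100% = cell-free medium wells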
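Cytotoxicity counter-line: IDH1KD HT-1080, 48 h, CellTiter-Glo. Curves classed by r2, magnitude and activity.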
SW480 rerep – A quantitative high throughput screen for small molecules that induce DNA re-replication in SW480 colon adenocarcinoma cells; SW480 DNA re-replication, Hoechst DNA content imaging, 48 h; Potency, µM (top dose mostly 46.1 µM), for inactives: top-dose re-replication activation, actives largely listed as activators; 1.8% of 340,000 active; AID 624297, 2012; also: potency is read from the fitted curve at half-maximal effect; % of control where 0% means no effect; nearly all actives have a fitted effect of over 55% in size
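Treated cells incubate 48 hr (37 C, 5% CO2), are stained 40 min with Hoechst, and nuclear fluorescence is enumerated; a rise in nuclei with high DNA signal marks re-replication.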
WRN helicase inh – qHTS for Inhibitors of WRN Helicase; Bifunctional 3'-5' exonuclease/ATP-dependent helicase WRN (Homo sapiens), Q14191; WRN helicase unwinding, fluorescent forked duplex, kinetic; Potency, µM (series often up to 114 µM), for inactives: at the top dose activity change, negative = inhibition, most hits filed as inhibitors; 0.46% of 360,000 active; also: potency is read from the fitted curve at half-maximal effect; % is scaled to controls: 0 for no effect and ±100 for the full control effect; nearly all actives have a fitted effect of over 55% in size
Target sequence (Q14191 whole entry, looked up): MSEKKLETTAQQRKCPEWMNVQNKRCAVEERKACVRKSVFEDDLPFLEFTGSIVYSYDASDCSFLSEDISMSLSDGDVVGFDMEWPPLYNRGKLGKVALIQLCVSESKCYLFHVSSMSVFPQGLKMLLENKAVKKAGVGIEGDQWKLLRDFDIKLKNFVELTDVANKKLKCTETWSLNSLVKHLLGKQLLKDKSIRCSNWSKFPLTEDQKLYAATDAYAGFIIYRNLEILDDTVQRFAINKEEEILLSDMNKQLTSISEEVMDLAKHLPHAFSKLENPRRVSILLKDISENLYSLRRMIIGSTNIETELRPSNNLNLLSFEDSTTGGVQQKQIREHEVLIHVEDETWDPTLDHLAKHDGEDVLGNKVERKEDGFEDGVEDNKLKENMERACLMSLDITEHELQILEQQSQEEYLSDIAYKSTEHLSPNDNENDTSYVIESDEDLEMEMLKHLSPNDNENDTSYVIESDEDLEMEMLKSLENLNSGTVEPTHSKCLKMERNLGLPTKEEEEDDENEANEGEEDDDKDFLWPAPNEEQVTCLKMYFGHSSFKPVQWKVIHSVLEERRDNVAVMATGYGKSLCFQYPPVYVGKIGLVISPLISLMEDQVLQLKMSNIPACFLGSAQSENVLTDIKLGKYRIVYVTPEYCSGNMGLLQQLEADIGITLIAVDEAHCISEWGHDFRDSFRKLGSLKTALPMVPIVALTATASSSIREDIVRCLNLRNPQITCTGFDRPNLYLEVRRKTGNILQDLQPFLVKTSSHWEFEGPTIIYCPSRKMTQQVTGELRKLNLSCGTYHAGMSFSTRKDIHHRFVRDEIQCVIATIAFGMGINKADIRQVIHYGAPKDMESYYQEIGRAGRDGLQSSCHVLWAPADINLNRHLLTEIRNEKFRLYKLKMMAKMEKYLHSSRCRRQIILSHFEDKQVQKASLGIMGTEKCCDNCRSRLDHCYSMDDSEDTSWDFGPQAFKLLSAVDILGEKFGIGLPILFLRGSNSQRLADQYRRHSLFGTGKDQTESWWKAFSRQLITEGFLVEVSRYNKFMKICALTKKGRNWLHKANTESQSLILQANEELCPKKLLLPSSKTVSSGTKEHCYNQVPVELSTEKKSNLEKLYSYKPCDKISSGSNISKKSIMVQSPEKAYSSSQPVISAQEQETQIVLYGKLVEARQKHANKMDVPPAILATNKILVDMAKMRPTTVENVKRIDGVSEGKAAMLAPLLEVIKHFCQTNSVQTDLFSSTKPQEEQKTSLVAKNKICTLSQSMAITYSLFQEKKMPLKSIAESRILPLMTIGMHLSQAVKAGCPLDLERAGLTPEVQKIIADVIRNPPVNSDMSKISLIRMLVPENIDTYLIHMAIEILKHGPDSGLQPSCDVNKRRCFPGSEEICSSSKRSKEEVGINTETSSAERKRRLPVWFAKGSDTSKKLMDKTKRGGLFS
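WRN at 20 nM final was preincubated with compound for 15 min at room temperature; reaction started with 100 nM forked duplex oligonucleotide carrying fluorophore and quencher plus 2 mM ATP (final). Unwinding followed kinetically by red fluorescence (ex 525/em 598 nm).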
KB-V1 cytotox – qHTS assay for MDR1-selective chemotherapeutics: Primary screen using the drug-selected MDR subline cells KB-V1; Potency, µM (highest dose often 46.1 µM), for the others: at the top dose activity change, negative = cytotoxicity, usual class: cytotoxic; 3.4% of 400,000 active; AID 1347076, 2019; KB-V1 MDR cells viability, CellTiter-Glo, 72 h; also: potency is read from the fitted curve at half-maximal effect; % is scaled to controls: 0 for no effect and ±100 for the full control effect; nearly all actives have a fitted effect of over 60% in size
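Readout: CellTiter-Glo luminescence, 10 min after addition. Cells: KB-V1 MDR subline, 72 h at 37 degrees C with compound. Analysis: corrected, normalized data fitted to concentration-effect curves.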
KB-3-1 tox – qHTS assay for MDR1-selective chemotherapeutics: Primary screen using the parental adenocarcinoma cell KB-3-1 | KB-3-1 viability, CellTiter-Glo ATP luminescence, 72 h | Potency, µM (doses to about 46.1 µM), for the others: at the highest dose activity change, negative = cytotoxic, usual class: cytotoxic | 1.4% of 400,000 active | AID 1347075, 2019; also: potency is read from the fitted curve at half-maximal effect; % is scaled to controls: 0 for no effect and ±100 for the full control effect; nearly all actives have a fitted effect of over 60% in size
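Luminescent ATP read-out (CellTiter-Glo) measures survival of drug-naive KB-3-1 cells after 72 h compound exposure at 37 °C. Titration series was screened from lowest to highest concentration, with DMSO vehicle plates as background controls.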
An asterisk follows results filed as active; ? = inconclusive; nt = no result given; & = joins results of further samples; [ ] = another dose, or the depositor's remark. Unless noted, calls follow the shape of the dose curve; as a rule, active = well fitted curve in the direction sought with a large enough effect; inconclusive = small, poorly fitted or top-dose-only effect, or another doubt; inactive = no such curve, though single readings can be large; an effect the other way counts as inactive or inconclusive.

mol	WRN helicase inh	SW480 rerep	HT1080NT lethal	KB-V1 cytotox	HT1080 IDH1KD tx	IL-1B inflam inh	KB-3-1 tox	MCF10A rereplic	ATXN2 expr inh
CCC(Sc1ccc2nnc(-c3cccnc3)n2n1)C(=O)O (configuration not stated)	-6%	-3%	2%	-7%&0%	-3%	10	-4%&0%	-1%	-13%
CN1CCC(=NNC(=O)C(=O)NC2CCCCC2)CC1	-12%	26%	-5%	-2%	8%	25	-12%	-2%	-7%
COC(=O)[C@]12CCCCC=C1N(CCc1ccc(OC)c(OC)c1)C(=O)[C@H](CC(=O)N1CCC(c3ccccc3)CC1)C2	-7%	nt	-19%	?	?	-1	-12%	nt	nt
Nc1ccccc1O	-9%	?	21µM*	-12%	18µM*	-3	-22%	?	-3%
CC1(C(=O)NS(=O)(=O)c2cccs2)CCN1C(=O)C1(c2ccc(Cl)cc2)CC1 (configuration not stated)	0%[57.1 µM]	nt	5%	-7%	29%	21	-5%	nt	1%
N/C(=N\OC(=O)CCC1CCCC1)c1cccc([N+](=O)[O-])c1	-16%	-10%	16%	-2%	3%	-6	4%	-6%	19%
COc1ccc(OC)c(NC(=O)CSc2nnc(-c3cccnc3)s2)c1	-2%	11%	18µM*	-9%	18µM*	-3	0%	14%	1%
O=C(CSc1nc2ccccc2o1)N/N=C/c1ccccc1C(=O)O	25%	-8%	-4%	-2%	1%	25	-4%	4%	29%
O=C(COC(=O)c1cncc(Br)c1)NCc1ccccc1	?	1%	5%	4%	?	26	2%	10%	-11%
OC[C@@H]1CC[C@@H](Cc2ccc(-c3ccccc3)cc2)O1	-5%	7%	1%	0%	2%	-21	0%	-11%	35%[activator]
O=c1cc(CSc2ccccn2)c2ccccc2[nH]1	0%	-3%	-11%	?	-20%	-29	4%	2%	7%
O=C(CSc1nncs1)NC1CCCCCCC1	8%	-4%	0%	3%	14%	24	3%	2%	13%
CCCN(C(=O)Cn1c(C(F)(F)F)nc2ccccc21)C1CCS(=O)(=O)C1 (configuration not stated)	-3%	-5%	-12%	4%	-4%	13	1%	5%	4%
CCOC(=O)c1c(C)[nH]c(C)c1C(=O)COc1ncnc2ccccc12	-34%	10%	11%	-9%	1%	4	-5%	?	5%[11.3 µM]
COC(=O)N1CCN(CCc2ccccc2)CC1	0%[57.1 µM]	0%	17%	5%	14%	17	-2%	-25%	1%
COc1ccc(CNc2nc(SCc3cc(=O)n4cc(Cl)ccc4n3)nc3ccccc23)cc1	-22%	10%	-1%	-7%	-4%	19	7%	?	-12%
CC(C)OP(=O)(OC(C)C)C(Nc1ccccc1)c1ccccc1C(F)(F)F (configuration not stated)	-11%	-10%	-6%	?	-8%	-12	2%	0%	0%
COc1cc(C2CC(=O)Oc3c(C(CCN4CCCC(C)C4)c4ccc(N(C)C)cc4)c(OC)cc(OC)c32)cc(OC)c1OC (configuration not stated)	2%	-12%[9.22 µM]	-6%	4%	-1%	?	-4%	-7%	-12%
CCOC(=O)N1CCC(NC(=O)CSCc2nc(-c3ccc(C)cc3)oc2C)CC1	-1%	28%	0%	-7%	2%	3	-26%	0%	-28%
COc1cccc(C(=O)NCC(=O)N/N=C/c2ccc(OC(=O)c3cccs3)c(OC)c2)c1	-13%[57.1 µM]	-4%	-2%	1%	2%	38	?	-1%	15%
COc1ccc(/C=C/C(=O)NC(=S)Nc2cc([N+](=O)[O-])ccc2O)cc1OC	-12%[11.6 µM]	12%	6%	32%	10%	-6	22%	-13%	7%
C=CCN1C(=O)/C(=C/c2ccc(OC)cc2)S/C1=N/c1nccs1	11%	1%	15%	-5%	?	-1	16%	16%	-7%
Cc1ccccc1OCC(=O)N/N=C/c1cn(Cc2ccccc2)c2ccccc12	-1%	-1%	?	-1%	?	30	?	?	-23%
O=C(COc1ccccc1)N1CCN(C(=O)c2ccccc2F)CC1	0%	-2%	18%	-19%	25%	-15	0%	-1%	3%

3 entries out of the list, ordered by count of non-hydrogen atoms, falling.
mol	WRN helicase inh	SW480 rerep	HT1080NT lethal	KB-V1 cytotox	HT1080 IDH1KD tx	IL-1B inflam inh	KB-3-1 tox	MCF10A rereplic	ATXN2 expr inh
COc1ccc(/C=C/C(=O)NC(=S)Nc2cc([N+](=O)[O-])ccc2O)cc1OC	-12%[11.6 µM]	12%	6%	32%	10%	-6	22%	-13%	7%
O=C(COc1ccccc1)N1CCN(C(=O)c2ccccc2F)CC1	0%	-2%	18%	-19%	25%	-15	0%	-1%	3%
C=CCN1C(=O)/C(=C/c2ccc(OC)cc2)S/C1=N/c1nccs1	11%	1%	15%	-5%	?	-1	16%	16%	-7%

Continuation:
mol	WRN helicase inh	SW480 rerep	HT1080NT lethal	KB-V1 cytotox	HT1080 IDH1KD tx	IL-1B inflam inh	KB-3-1 tox	MCF10A rereplic	ATXN2 expr inh
COc1ccc(Cl)cc1NC(=O)CN(C)C(=O)c1ccc(OCc2ccccc2)c(OC)c1	-5%	6%	-13%	?	-23%	-4	-5%	15%	1%
O=C(NC1CCCCC1)c1ccc(OC2CCN(Cc3ccccn3)CC2)cc1	-28%	-7%	1%	nt	-2%	-9	nt	-6%	5%
CCOc1ccc(C(=O)N2CCSC2=S)cc1	1%	-1%	-1%	12%	3%	0	5%	14%	-10%
Cc1ccc(S(=O)(=O)N(C)C[C@H]2OCCCC[C@H](C)Oc3ccc(NC(=O)Nc4cccc5ccccc45)cc3C(=O)N([C@@H](C)CO)C[C@H]2C)cc1	-3%	nt	0%	?	0%	4	10%	nt	4%
C=CCNC(=O)CC(=O)N/N=C/c1cccs1	-11%	5%	3%	-2%	1%	0	-1%	-6%	-22%
COC(=O)CC1C(=O)NCCN1C(=O)CSc1nc2ccccc2s1 (configuration not stated)	-15%	1%	-6%	-5%	-11%	42	9%	-2%	-13%
Cc1cccn2c(=O)c3cc(C(=O)NC4CCCC4)n(C)c3nc12	-6%	4.6µM*	?	-18%	?	-2	10µM*	13µM*	-10%
Cc1ccc2nc(-c3cccc(S(=O)(=O)N4CC(C)OC(C)C4)c3)cn2c1 (configuration not stated)	1%	-27%	-1%	?	-12%	-25	?	7%	2%
O=C(NC1(C(F)(F)F)C(=O)Nc2c1c(=O)[nH]c(=O)n2Cc1ccccc1)c1ccc(Cl)cc1Cl (configuration not stated)	-8%	-5%	2%[9.24 µM]	20%	4%	-5	1%	-2%	-6%
CC(C)C[C@@H](CNC(=O)OC(C)(C)C)NC(=O)c1nc[nH]c1C(=O)N[C@@H](CC(C)C)C(=O)CNC[C@H](CC(C)C)NC(=O)c1nc[nH]c1C(=O)N[C@@H](Cc1c[nH]c2ccccc12)C(=O)OC(C)(C)C	-10%	2%	?	0%	-6%	-3	-17%	-12%	4%
Cc1cc(Br)cc(C)c1OCCCCN(C)C	2%	?	?	14%	?	-21	0%	?	-24%
COc1cccc(CN(C)C(=O)/C=C/c2ccc(S(=O)(=O)N3CCCCCC3)cc2)c1	-9%	4%	-1%	?	-2%	-58*	-14%	9%	-5%
COc1ccc2nc(SCC(=O)Nc3ccccc3OC)[nH]c2c1	-20%	2%	18%	1%	-7%	-24	13%	-7%	-3%
CCc1cc2ccc(C)cc2nc1SCC(=O)Nc1c[nH]c(=O)[nH]c1=O	8%	-5%	-5%	-14%	-1%	-27	0%	2%	nt
CCc1ccc(-c2nc(SCC(=O)NC3CC3)n[nH]2)cc1	2%	-33%[inhibitor]	-17%	-24%	-13%	49	-4%	-14%	3%
CC(C)(C)c1ccc(S(=O)(=O)N2CCC(c3nc4ccc(Cl)cc4[nH]3)CC2)cc1	-14%[57.1 µM]	0%	1%	?	3%[9.24 µM]	nt	-18%	?	?
Cn1c(CC(=O)Nc2ccccc2)c(Sc2ccccc2)c2ccccc21	-5%	-2%	-13%	17%	-9%	49	15%	0%	5%
C/C=C\C(=O)Nc1cccc(C2=NOC3(C2)C[C@@H](C(N)=O)N(C(=O)c2ccc(OC)cc2)C3)c1 (some centres not stated)	7%	-15%	2%	8%	14%	-15	9%	?	-1%
Cc1nc(NCCc2ccccc2)c(C#N)c(C)c1[N+](=O)[O-]	-8%	0%	-14%	?	-17%	29	?	2%	2%
Cc1cccc(-n2c(=S)[nH]c3c(oc4ccccc43)c2=O)c1	-5%	-7%	-1%	-23%	10%	0	-4%	8%	24%
Cc1cc(Nc2ncc(Cl)cc2Cl)n(-c2ccccn2)n1	-7%	0%	-15%	0%	-9%	0	-8%	-1%	4%
Nc1c(-c2nn[nH]n2)cnn1-c1cc(Cl)cc(Cl)c1	6%	-14%	8%	11%	7%	17	-1%	6%	-6%
CCCCn1c(SCC(=O)N2CC(=O)Nc3ccccc32)nnc1-c1ccoc1C	10%	-6%	8%	13%	7%	-3	2%	2%	7%
CC(OC(=O)CCc1nc2ccccc2c(=O)[nH]1)C(=O)NCc1ccc2c(c1)OCO2 (configuration not stated)	-1%	-4%	-7%	15%	-19%	4	1%	2%	-5%
CCC(=O)Nc1ccc2c(c1)OCCO2	2%	1%	18%	10%	23%	20	5%	0%	12%
NC(=O)N/N=C(/CCCCCC/C(=N\NC(N)=O)c1ccccc1)c1ccccc1	-14%	?	?	2%	?	?	-3%	?	-18%
CNc1ccccc1C(C)(C)c1cn(-c2ccc([N+](=O)[O-])cc2)nn1	1%	-6%	6%	0%	-2%	-6	0%	16%	6%

Assay outcomes: PubChem, National Center for Advancing Translational Sciences (NCATS)
